# TDP1 block: TDP1 (human) enzyme inhibition. Q9NUW8. recombinant TDP1, AlphaScreen DNA substrate cleavage. Potency, µM (highest dose often 130 µM), inactives show top-dose activity change, negative = inhibition, most hits filed as inhibitors. 350,000 tested, 0.28% active. AID 485290; note: nearly all actives have a fitted effect of over 40% in size
# Target sequence (Q9NUW8 whole entry, looked up): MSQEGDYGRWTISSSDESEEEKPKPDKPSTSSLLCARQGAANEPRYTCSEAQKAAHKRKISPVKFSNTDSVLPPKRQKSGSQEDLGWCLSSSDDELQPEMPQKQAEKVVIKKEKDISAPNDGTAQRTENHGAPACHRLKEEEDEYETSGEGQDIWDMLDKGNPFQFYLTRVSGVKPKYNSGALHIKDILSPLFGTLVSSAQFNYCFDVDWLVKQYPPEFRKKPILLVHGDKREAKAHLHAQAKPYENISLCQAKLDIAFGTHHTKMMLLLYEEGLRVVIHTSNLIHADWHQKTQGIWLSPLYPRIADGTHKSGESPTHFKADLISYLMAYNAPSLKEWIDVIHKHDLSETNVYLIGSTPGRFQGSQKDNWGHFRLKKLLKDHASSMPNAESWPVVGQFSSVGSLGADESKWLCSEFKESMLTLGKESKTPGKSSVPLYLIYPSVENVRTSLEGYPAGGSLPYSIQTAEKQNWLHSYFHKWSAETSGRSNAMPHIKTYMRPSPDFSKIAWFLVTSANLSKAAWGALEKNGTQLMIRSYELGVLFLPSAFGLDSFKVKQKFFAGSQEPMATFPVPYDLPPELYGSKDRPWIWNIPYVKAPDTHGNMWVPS
#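 Here, a 5' biotin and 3' phosphotyrosine-FITC DNA oligonucleotide reports Tdp1 activity: intact substrate bridges AlphaScreen beads, while cleavage leaves a 3' phosphate and drops signal. All incubations at room temperature.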
# N370S GC: N370S glucocerebrosidase modulation, Gaucher chaperone candidate; 330,000 tested, 0.092% active; N370S GC spleen homogenate, 4MU-glucoside fluorescence; P04062; Potency, µM (titrated, usually from 59.4 µM), without a hit: top-dose activity change, negative = inhibition, most hits filed as inhibitors;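 note: 0% = full enzyme activity and -100% = no enzyme basal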
# FEN1 inhibitor: human FEN1 inhibition; P39748; 390,000 tested, 0.35% active; Recombinant FEN1 flap cleavage, fluorescence, 15 min; AID 588795; Potency, µM (series often up to 114 µM), for inactives: at the highest dose activity change, negative = inhibition, most hits filed as inhibitors; note: nearly all actives have a fitted effect of over 65% in size
#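 Nuclease activity of 10 nM FEN1 was measured after 15 min of room-temperature exposure to titrated compounds, by adding 50 nM flap substrate and reading plates at 0 and 15 min.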
# An asterisk follows results filed as active; ? = inconclusive; nt = not tested or not shown; & = joins results of further samples; [ ] = remark or other dose. Calls come from the whole dose curve; as a rule, active = well fitted curve in the direction sought with a large enough effect; inconclusive = small, poorly fitted or top-dose-only effect, or another doubt; inactive = no such curve, though single readings can be large; an effect the other way counts as inactive or inconclusive. Unless noted, % is set by controls: 0 for no effect and ±100 for the full control effect; potency is the fitted concentration of half-maximal effect.
TDP1 block | SMILES | FEN1 inhibitor | N370S GC
2% | CCOc1ccc(CNC(=O)c2ccc3nc(CC)c(CC)nc3c2)cc1 | -3% | nt
6% | Cn1c(=O)c2c(nc(Oc3cccc(Br)c3)n2C)n(C)c1=O | -16% | -1%
-1% | CCN(CC)S(=O)(=O)c1ccc2oc(C(=O)N3CCc4ccccc4C3)c(C)c2c1 | 2% | 1%
nt | COc1ccc2c(C)c(CCC(=O)NCCCN3CCCC3=O)c(=O)oc2c1C | -4% | 7%
0% | CC[C@@]12C(=O)N(c3ccccc3)C(=O)N1[C@H](c1ccc(Br)cc1)[C@@H]1C(=O)N(C(C)(C)C)C(=O)[C@@H]12 | -1% | 1%
3% | S=c1[nH]c2ccc(Cc3ccc4[nH]c(=S)[nH]c4c3)cc2[nH]1 | 0% | 1%
0% | COc1ccccc1N(CC(=O)N/N=C(\C)c1cccc(Br)c1)S(C)(=O)=O | 10% | 6%
-1% | O=C(Nc1ccc(Cl)cc1C(F)(F)F)C(Sc1cccc[n+]1[O-])c1ccccc1 (configuration not stated) | 2% | -2%
6%[2.28 µM] | CCc1ccc2oc(-c3ccc(NC(=O)c4ccc(OC)c(Br)c4)cc3)nc2c1 | -4% | nt
nt | CCOc1ccc(CCNC(=O)COC(=O)c2cccc(N(C)C)c2)cc1OCC | -3% | -6%
2% | Cc1ccc2c(c1)C1C[N+](C)(CC(=O)Nc3ccccc3Cl)CCC1N2C(=O)c1ccccc1Cl (configuration not stated) | 2% | nt
3% | CC(=O)c1ccc(N2CCN(C(=O)CCCn3c(=O)[nH]c4ccc(Br)cc4c3=O)CC2)cc1 | 8% | 0%
6% | COC(=O)c1cccc([N+](=O)[O-])c1CN1CCCC(C(N)=O)C1 (configuration not stated) | 5% | 12%
3% | CN1CCN(C(=O)C2CCN(S(=O)(=O)c3ccccc3[N+](=O)[O-])CC2)CC1 | -17% | nt
4% | COC(=O)c1ccc(NC(=S)NC(=O)c2cc(-c3ccccc3)nc3ccccc23)cc1 | -1% | 1%
4% | CCOC(=O)c1sc(NC(=O)c2cc(-c3ccccc3)nc3ccccc23)c(C#N)c1C | -2% | -10%
nt | Cc1cnc(SCc2ccc(Cl)cc2Cl)[nH]c1=O | -7% | 2%
0% | O=C(NC1CCCCC1)c1ccccc1C(F)(F)F | 19% | 1%
8% | c1ccc2[nH]c(SN3CCOCC3)nc2c1 | nt | -1%
28% | CCN(CC)c1ccc(C(=C2C=CC(=[N+](CC)CC)C=C2)c2ccccc2)cc1 | 19% | -14%
2% | Cc1ccc(CNc2ncnc3c2cnn3-c2ccc(C)cc2C)cc1 | -2% | nt
7% | O=C(CCc1ccccc1)Nc1cccc([N+](=O)[O-])c1 | 13% | 1%
nt | Cc1ccc(NC(=O)CSC2=NN3CCCC(=O)N=C3S2)c(C)c1 | -5% | 7%
nt | COc1ccc(NC(=O)Cc2csc(NC(=O)Nc3ccccc3OC)n2)c(OC)c1 | ? | 14%
6% | Cc1c(C(=O)COC(C)(C)C)[nH]c2ccccc12 | -9% | 5%
1% | Cc1ccc(S(=O)(=O)N(C)C[C@@H]2Oc3ccc(NC(=O)Nc4cccc5ccccc45)cc3C(=O)N([C@H](C)CO)C[C@H]2C)cc1 | 11% | nt
5% | COc1cccc(-n2c(CN3CCN(Cc4ccccc4)CC3)nc3ccc([N+](=O)[O-])cc3c2=O)c1 | nt | -14%
4% | Cn1c(=O)oc2cc(S(=O)(=O)NCCC(=O)NCc3ccccc3Cl)ccc21 | 14% | -4%
1% | COc1ccc(C2=NOC(Cn3nc(-c4ccccc4)cc3C(=O)NCc3cccs3)C2)cc1 (configuration not stated) | 0% | nt
0% | Cc1ccc(NC(=O)COC(=O)c2ccc(-n3nc(C)cc3C)cc2)c(F)c1 | 0% | nt
0% | Nc1ccccc1SC1CC(=O)N(Cc2ccccc2)C1=O (configuration not stated) | -1% | 4%
2%&1% | C=C/C1=C/Cc2ccccc2[C@H](C[N+](=O)[O-])C(C(C)=O)(C(=O)OC)C1 (some centres not stated) | nt | 3%&-4%
5% | CCOC(=O)c1cc(CC)sc1NC(=O)c1cccc(N2C(=O)CCC2=O)c1 | 4% | 1%
3% | Cc1ccc(C)c2[nH]c(=O)c(C(c3nnnn3C(C)(C)C)N3CC=C(c4ccc(F)cc4)CC3)cc12 (configuration not stated) | 0% | 1%
8% | Cc1ccc(-n2c(=S)[nH]c3sc4c(c3c2=O)CCC4)cc1 | 11% | 10%
10% | Cc1cc2ccccc2n1CCNC(=O)c1ccc(S(=O)(=O)N2CCCCC2)cc1 | -9% | 4%
4% | Cc1nn(-c2ccccc2)c(C)c1CNC(=O)c1ccc(S(=O)(=O)NCc2ccco2)cc1 | -11% | nt
1% | CC(C)CC1=NN(C(=O)c2ccncc2)C(O)(C(F)(F)F)C1 (configuration not stated) | 7% | 28%
4% | CCCN1CNC(=S)N(c2ccccc2C)C1 | -1% | -24%
-3% | COc1ccc(/C(N)=N/O)c(OC)c1 | 14% | -3%
-1% | Cc1sc2ncn(CC(=O)NCCCC(=O)N3CCC(C(N)=O)CC3)c(=O)c2c1C | -7% | -2%
-8% | S=c1[nH]nc(-c2ccncc2)n1/N=C/c1cccc2ccccc12 | nt | 9%
nt | Cc1cc(C)c(S(=O)(=O)/N=C2\C=C(NS(=O)(=O)c3ccccc3)C(=O)c3ccccc32)c(C)c1 | 4% | -7%
3% | CSc1sc(C(=O)NN)c2c1C1(CCC2)SCCS1 | -6% | 6%
5% | O=C(NC(CC(=O)N1CCN(c2ccc([N+](=O)[O-])cc2)CC1)c1ccccc1)c1ccccc1Cl (configuration not stated) | -16% | -19%
nt | CN1CCN(c2ccc(C(CC(N)=O)NC(=O)c3ccccc3)cc2[N+](=O)[O-])CC1 (configuration not stated) | -15% | -1%
nt | CCCCCC(=O)Nc1cc(S(=O)(=O)N2CCOCC2)ccc1Oc1ccc(OCC)cc1 | 2% | -6%
2% | CN1CCN(C(=O)c2ccc3c(=O)n(Cc4ccc(Cl)cc4)c(=S)[nH]c3c2)CC1 | -1% | -12%
5% | COc1ccc(C(=O)C2CCCN(C(=O)c3ccc(CSC)o3)C2)cc1F (configuration not stated) | 1% | 2%
5% | COc1ccccc1/C=N/NC(=O)c1cccc(OC(F)(F)C(F)F)c1 | -7% | -10%
5% | O=C1C2=C(c3ccccc31)[N+](=O)[C@@H]1CCCC[C@@H]1N2[O-] | -18% | -4%
1% | COc1ccc(NC(=O)Nc2ccc3c(c2)C(=O)N([C@H](C)CO)C[C@H](C)[C@@H](CN(C)C(=O)Nc2c(C)noc2C)O3)cc1 | -3% | nt
1% | COc1cccc(CN(C)C(=O)c2cc(S(=O)(=O)NC3CCCCC3)ccc2C)c1 | 0% | nt
8% | Cc1cc(C(=O)OCC(=O)c2ccc(Cl)c([N+](=O)[O-])c2)c2cccc(C)c2n1 | 7% | 1%
5% | COc1ccc(OC)c(NC(=O)CCc2c(C)nc3c(c(C)nn3C(C)(C)C)c2C)c1 | -10% | nt
nt | C[C@]12C=CC(=O)C=C1CC[C@@H]1[C@@H]2[C@@H](O)C[C@@]2(C)[C@H]1CC[C@]2(O)C(=O)CO | 0% | -6%
6% | Cc1ccc(CNC(=O)C(C)n2c(=O)cc(-c3ccccc3)c3c(C)nn(C)c32)cc1 (configuration not stated) | 0% | nt
5%[21 µM] | CCOC(=O)C[C@@H](CC(C)=O)C(=O)OCC | nt | 3%[12.8 µM]
-4% | CCCOC(=O)C1=C(C)NC2=C(C(=O)CCC2)C1c1cccc(OC)c1OC (configuration not stated) | 3% | ?
3% | O=C(Nc1cccc(F)c1)c1cc(S(=O)(=O)N2CCOCC2)ccc1N1CCCC1 | -17% | nt

# Part of the list above, with each value named.
structure: Cc1sc2ncn(CC(=O)NCCCC(=O)N3CCC(C(N)=O)CC3)c(=O)c2c1C
  TDP1 block: -1%
  FEN1 inhibitor: -7%
  N370S GC: -2%
structure: S=c1[nH]nc(-c2ccncc2)n1/N=C/c1cccc2ccccc12
  TDP1 block: -8%
  FEN1 inhibitor: nt
  N370S GC: 9%

# Whole records as entered above:
# `COc1cccc(CN(C)C(=O)c2cc(S(=O)(=O)NC3CCCCC3)ccc2C)c1` as listed: TDP1 block: 1%; FEN1 inhibitor: 0%; N370S GC: nt
# `O=C1C2=C(c3ccccc31)[N+](=O)[C@@H]1CCCC[C@@H]1N2[O-]` as listed: TDP1 block: 5%; FEN1 inhibitor: -18%; N370S GC: -4%
# `Cc1ccc(CNC(=O)C(C)n2c(=O)cc(-c3ccccc3)c3c(C)nn(C)c32)cc1` (configuration not stated) as listed: TDP1 block: 6%; FEN1 inhibitor: 0%; N370S GC: nt

# (further entries)
TDP1 block | SMILES | FEN1 inhibitor | N370S GC
-1% | O=C(O)CCC1COc2ccccc2O1 (configuration not stated) | -6% | 15%
-6% | CCN(CC)S(=O)(=O)c1cc(NC(=O)CCn2[nH]c(=O)ccc2=O)ccc1C | -7% | nt
5% | c1nc2nc3c(c(N4CCOCC4)n2n1)CCCC3 | 2% | 0%
4% | COC(=O)Cn1c(=NC(=O)CN2C(=O)CCC2=O)sc2cc(S(N)(=O)=O)ccc21 | -2% | 2%
5% | CNc1ccc(S(=O)(=O)NC)cc1[N+](=O)[O-] | 18% | 3%
6% | Cc1ccccc1C(=O)Nc1ccc(C(=O)N/N=C/c2ccc(O)c(Br)c2)cc1 | 0% | -25%
-8% | O=C(NCC(c1ccco1)S(=O)(=O)c1ccc(Cl)cc1)c1ccc(C(F)(F)F)cc1 (configuration not stated) | -4% | nt
-1% | COC(=O)C1=C(C)Nc2sc(C(N)=O)c(N)c2C1c1ccncc1 (configuration not stated) | -23% | 1%
-9% | Cc1nn(-c2ccc(NC(=O)c3ccncc3)cc2)c(C)c1Cl | -5% | -13%
3% | CCOC(=O)Cn1c(=O)oc2cc(S(=O)(=O)Nc3ccc(F)cc3)ccc21 | 15% | -9%
-8% | CC(=O)Nc1ccc(S(=O)(=O)N2CCC(N3CCN(Cc4ccc(C)cc4)C(=O)C3=O)CC2)cc1 | 7% | nt
-1% | Cc1cccc([C@@H]2[C@@H]3C(=O)N(Cc4ccccc4)C(=O)[C@@H]3[C@]3(Cc4ccccc4)C(=O)N(c4cccc(F)c4)C(=O)N23)c1 | 1% | -3%
0% | O=c1cc[nH]c2ccc(Cl)cc12 | -1% | -5%
2% | CCCn1c(C)nc2c(NCCN3CCOCC3)nc(C)nc21 | nt | -14%
nt | CC(C)c1ccc(N2C(=O)C3C4C=CC(CC4)C3C2=O)cc1 (configuration not stated) | -1% | 1%
0% | O=C(OCc1nc2scc(-c3ccccc3)c2c(=O)[nH]1)c1cc([N+](=O)[O-])ccc1Cl | 3% | 5%

# Compounds were not picked by outcome, and some 0.57% of all compounds hit somewhere here.
